SNCA viab count: counter-screen for SNCA expression inhibitors: cell viability; HEK-293-SNCA-luc viability, GF-AFC fluorescence, 24 h; Potency, µM (highest dose often 57.1 µM), inactives show at the highest dose activity change, negative = cytotoxicity, usual class: cytotoxic; 0.12% of 150,000 active; AID 1671193;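 also: potency is read from the fitted curve at half-maximal effect; 0% = DMSO-treated cells and -100% = medium-only wells without cells; nearly all actives have a fitted effect of over 30% in size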
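Cytotoxicity counterscreen: after 24 h compound treatment of genome-edited SNCA-luciferase HEK-293 cells, live-cell protease substrate GF-AFC read by fluorescence after 30 min; activity scaled between DMSO (0%) and medium-only (-100%), curves Hill-fitted.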
HEK293 tox: cytotoxic compounds in HEK 293 cells; HEK 293 viability, ATP luminescence (CellTiter-Glo), 48-72 h; Potency, µM (highest dose often 115 µM), for inactives: top-dose activity change, negative = cytotoxicity, usual class: inhibitors; 6.6% of 94,000 active; AID 1345083; also: potency is read from the fitted curve at half-maximal effect; nearly all actives have a fitted effect of over 60% in size
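CellTiter-Glo luminescence (cellular ATP) was read after 48 or 72 hr of compound exposure at 37 degree Celsius. Cells were HEK 293 plated at 250 cells/well.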
GPT2 inh: inhibitors of human GPT2 alanine aminotransferase; Potency, µM (titrated, usually from 57.7 µM), without a hit: at the top dose activity change, negative = inhibition, actives largely listed as inhibitors; Recombinant GPT2, coupled pyruvate oxidase/HRP Amplex Red fluorescence; Q8TD30; 0.25% of 100,000 active; AID 1671188; also: potency is read from the fitted curve at half-maximal effect; nearly all actives have a fitted effect of over 60% in size; many of its hits are not listed in these tables
Target sequence (Q8TD30 whole entry, looked up): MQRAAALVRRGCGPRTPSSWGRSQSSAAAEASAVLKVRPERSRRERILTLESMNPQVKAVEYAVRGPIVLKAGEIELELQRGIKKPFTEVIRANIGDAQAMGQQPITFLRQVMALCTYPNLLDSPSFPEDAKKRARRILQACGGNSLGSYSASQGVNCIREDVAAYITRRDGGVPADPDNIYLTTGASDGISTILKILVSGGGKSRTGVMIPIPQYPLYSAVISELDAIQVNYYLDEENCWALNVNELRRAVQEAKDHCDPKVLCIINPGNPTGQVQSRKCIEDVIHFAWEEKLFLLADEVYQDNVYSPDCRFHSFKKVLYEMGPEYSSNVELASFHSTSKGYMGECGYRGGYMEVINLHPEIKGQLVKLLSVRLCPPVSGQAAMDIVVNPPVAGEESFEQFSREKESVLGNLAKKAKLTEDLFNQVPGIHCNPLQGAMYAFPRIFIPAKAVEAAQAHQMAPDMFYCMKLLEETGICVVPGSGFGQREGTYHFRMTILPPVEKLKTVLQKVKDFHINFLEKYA
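Fluorescence read-out: pyruvate from GPT2 turnover coupled to pyruvate oxidase, HRP and Amplex Red (0.2mM ThPP, 0.2U/mL PO and HRP, 50uM Amplex final). Substrates 250uM a-KG, 2mM L-alanine; enzyme 10ng/uL; 30 min RT.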
Luciferase inh: Photinus pyralis luciferase inhibition. Potency, µM (series often up to 115 µM), inactives show at the top dose activity change, negative = inhibition, hits mostly inhibitors. 2.5% of 76,000 active. P08659. purified P. pyralis luciferase, luminescence, biochemical; also: potency is read from the fitted curve at half-maximal effect; nearly all actives have a fitted effect of over 65% in size
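Luminescence read by CCD imager after adding enzyme (10nM final) to wells holding compound, titrated in qHTS. Substrates 10uM each D-luciferin and ATP; buffer 50mM Tris acetate pH 7.5, 10mM Mg acetate, Tween-20, BSA.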
NIH3T3 tox: kills NIH 3T3 cells | Potency, µM (highest dose often 96.7 µM), inactives show at the top dose activity change, negative = cytotoxicity, most hits filed as inhibitors | NIH 3T3 viability, CellTiter-Glo ATP luminescence, 48-72 h | 4.3% of 94,000 active; also: potency is read from the fitted curve at half-maximal effect; nearly all actives have a fitted effect of over 55% in size
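NIH 3T3 cells at 400 cells/well received 23 nL of compound by pintool and were incubated 48 or 72 h at 37 °C. Viability was read as ATP-coupled CellTiter-Glo luminescence.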
SNCA expr inh: SNCA gene expression inhibition; HEK-293 SNCA-luciferase knock-in, luminescence, 24 h; Potency, µM (doses to about 57.2 µM), without a hit: at the top dose activity change, negative = inhibition, most hits filed as inhibitors; 0.17% of 140,000 active;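 also: potency is read from the fitted curve at half-maximal effect; plate controls were DMSO cells for no effect and cell-free wells for full effect; nearly all actives have a fitted effect of over 45% in size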
IP6K1 inh: IP6K1 kinase inhibition; 0.81% of 140,000 active; activity change, % (series mostly up to about 58 µM); IP6K1 kinase, ADP-Glo luminescence, 2 h; active compounds read low; in the data active = activity change below about -25%
Target sequence (Q92551 whole entry, looked up): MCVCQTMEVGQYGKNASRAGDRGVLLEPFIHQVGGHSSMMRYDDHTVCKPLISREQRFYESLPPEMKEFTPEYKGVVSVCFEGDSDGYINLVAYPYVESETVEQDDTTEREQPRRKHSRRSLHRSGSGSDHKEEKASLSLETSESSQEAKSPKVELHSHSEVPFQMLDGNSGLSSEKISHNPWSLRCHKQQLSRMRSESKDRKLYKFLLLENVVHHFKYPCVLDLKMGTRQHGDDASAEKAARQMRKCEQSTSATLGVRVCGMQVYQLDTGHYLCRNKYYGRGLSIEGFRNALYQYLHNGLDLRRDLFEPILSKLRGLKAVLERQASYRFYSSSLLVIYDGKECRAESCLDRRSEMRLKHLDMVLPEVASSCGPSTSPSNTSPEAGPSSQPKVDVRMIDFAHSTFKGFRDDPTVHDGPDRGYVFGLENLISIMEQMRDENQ
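ADP-Glo luminescence measures ADP made by human IP6K1 during a 2 h RT reaction with ATP/IP6 (mix at 1.3 mM/130 uM); top library doses 57.5 and 19.1 uM final.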
Numbers without * were called inactive; i = inactive; ? = inconclusive; / = no result given; [ ] = remark or other dose. Unless noted, calls follow the shape of the dose curve; as a rule, active = well fitted curve in the direction sought with a large enough effect; inconclusive = small, poorly fitted or top-dose-only effect, or another doubt; inactive = no such curve, though single readings can be large; an effect the other way counts as inactive or inconclusive. Unless noted, % is scaled to controls: 0 for no effect and ±100 for the full control effect. Compounds as they come. Share with any hit: about 7.8%.

Screens by letter: A = SNCA viab count; B = HEK293 tox; C = GPT2 inh; D = Luciferase inh; E = NIH3T3 tox; F = SNCA expr inh; G = IP6K1 inh
> Cc1oc(-c2ccccc2F)nc1CSc1nnc(C)n2c1cc1occc12
  A: 11.5%	B: /	C: /	D: /	E: /	F: 3.6%	G: 16.4
> CCOc1ccc(CNCc2c(C(=O)O)n(Cc3ccccc3F)c3cc(OC)ccc23)cc1
  A: -3.8%	B: /	C: /	D: /	E: /	F: -2.4%	G: 8.8
> O=C(Cc1cccc(F)c1)N1CCC(Cc2nncn2-c2ccccc2)CC1
  A: 7.7%	B: 2.3%	C: -4.7%[11.5 µM]	D: -1.0%	E: ?	F: -0.1%	G: -14.7
> C#CCNC(=O)c1nc(-c2ccc(Cl)nc2)c2ccccn12
  A: -8.8%	B: 50.1µM*	C: -11.8%	D: /	E: ?	F: 22.7%	G: 11.2
> FC(F)(F)c1cccc(CN2CCOC[C@H](Oc3ccccc3)C2)c1
  A: 6.0%[87.6 µM]	B: ?	C: -13.1%[88.5 µM]	D: -4.8%[172 µM]	E: ?	F: ?	G: -0.8
> O=C(C1CCCN1C(=O)c1cccc(-c2cccnc2)c1)N1CCN(Cc2ccccc2)CC1 (configuration not stated)
  A: /	B: ?	C: /	D: /	E: -27.0%	F: /	G: -6.3
> Cc1ccc(Cn2c(C)c3cnn(CC(=O)N4CCN(c5cc(C)ccc5C)CC4)c(=O)c3c2C)cc1
  A: -10.3%	B: /	C: /	D: /	E: /	F: 4.4%	G: 16.7
> COCC(=O)N1CCC(N2C(=O)c3c(c(C)nn3-c3ccccc3)C2C2CC2)C1 (configuration not stated)
  A: /	B: -19.8%	C: /	D: /	E: ?	F: /	G: -2.6
> COc1ccc2[nH]c(C(=O)N[C@H]3COC[C@H]3Cc3cc(C)no3)c(C)c2c1
  A: 5.5%	B: ?	C: i	D: 0.8%	E: ?	F: 14.9%	G: 0.3
> COc1ccc(O)cc1CN1CCC(Cc2ccc(C(=O)O)cc2)C1 (configuration not stated)
  A: 10.0%	B: 1.1%	C: -7.0%	D: -0.3%	E: i	F: 2.7%	G: 0.5
> CCc1ccccc1NC(=O)CSCc1cnn(-c2ccccc2)c1-n1cccc1
  A: 2.1%	B: /	C: /	D: /	E: /	F: -5.5%	G: 1.6
> COCCN1C(=O)c2cccn2CC1CNC(=O)CCc1nc(-c2ccccc2)no1 (configuration not stated)
  A: 7.3%	B: -6.8%	C: -2.2%	D: /	E: -11.9%	F: -6.6%	G: -2.7
> COCCNC(=O)[C@@H]1C[C@H](Oc2cccnc2)CN1C(=O)CCc1ccccc1
  A: -4.4%	B: -21.4%	C: i	D: 4.9%	E: -11.3%	F: 22.2%	G: 2.4
> Fc1cc(F)cc(Cc2nc3nccc(-c4ccco4)n3n2)c1
  A: 10.9%	B: ?	C: i	D: 0.0%	E: ?	F: 4.2%	G: -3.5
> COCCn1c(=O)c2c(n1Cc1ccccc1)CN(C(=O)c1nc3ccccc3[nH]1)CC2
  A: 3.2%[87.6 µM]	B: -24.7%[172 µM]	C: i	D: -4.5%[172 µM]	E: ?	F: 18.7%[87.6 µM]	G: -3.9

An excerpt of these results, with two lines to a compound:
Results follow in this order: SNCA viab count	HEK293 tox	GPT2 inh	Luciferase inh	NIH3T3 tox	SNCA expr inh	IP6K1 inh
> COc1ccc(O)cc1CN1CCC(Cc2ccc(C(=O)O)cc2)C1 (configuration not stated)
 : 10.0%	1.1%	-7.0%	-0.3%	i	2.7%	0.5
> CCc1ccccc1NC(=O)CSCc1cnn(-c2ccccc2)c1-n1cccc1
 : 2.1%	/	/	/	/	-5.5%	1.6

(listing goes on)
Screens by letter: A = SNCA viab count; B = HEK293 tox; C = GPT2 inh; D = Luciferase inh; E = NIH3T3 tox; F = SNCA expr inh; G = IP6K1 inh
> Cc1ccc(OCC(=O)OCc2cc(=O)n3ccsc3n2)cc1C
  A: 12.4%	B: /	C: /	D: /	E: /	F: 38.7%[activator]	G: 3.8
> CCCS(=O)(=O)N1CC(c2nc(CCOc3cccc(C)c3)no2)C1
  A: 12.9%	B: -1.0%	C: ?	D: -15.2%	E: ?	F: 4.0%	G: -2.0
> CC(C)c1ccc(NC(=O)N[C@H]2CO[C@H]3[C@@H]2OC[C@H]3OC(=O)Nc2ccc(Oc3ccccc3)cc2)cc1
  A: -7.7%	B: ?	C: -7.1%	D: 3.2%	E: ?	F: 20.6%	G: 11.7
> CCOC(=O)N1CCC(N[C@@H]2CC[C@@H]2NC(=O)c2nc(C)oc2C)CC1
  A: -8.7%	B: -3.3%	C: -19.5%	D: -2.4%	E: -8.4%	F: -22.7%	G: 8.0
> C=C(C(=O)O)[C@@H]1CC[C@@]2(C)CC[C@H](O)[C@@]2(C(C)=O)C1
  A: -10.5%	B: /	C: i	D: /	E: /	F: /	G: 8.5
> O=C(Nc1cc(C(F)(F)F)ccc1Cl)c1cc(S(=O)(=O)NCc2ccccc2)ccc1F
  A: -5.2%	B: /	C: /	D: /	E: /	F: 11.3%	G: -8.5
> COc1ccc(CNC(=O)Cn2c(-c3ccc(Cl)cc3)nc(C)c(CCO)c2=O)cc1
  A: 3.9%	B: ?	C: i	D: 1.0%	E: -25.6%	F: 4.7%	G: -2.2
> CCc1cccc(C)c1NC(=O)NC1COc2ccccc2C1 (configuration not stated)
  A: 10.6%	B: /	C: /	D: /	E: /	F: 8.8%	G: 16.0
> O=C(CN1C[C@@H](C(=O)O)[C@H](c2ccccc2)C1)NCc1ccc(C(=O)O)o1
  A: 6.5%	B: -0.7%	C: -5.7%	D: 1.2%	E: -6.6%	F: -5.8%	G: 3.0
> O=C(c1ccncc1)N1C[C@@H]2OCC(=O)N(Cc3ccc(F)cc3)[C@@H]2C1
  A: -0.7%[87.6 µM]	B: i	C: 3.4%[88.5 µM]	D: -2.7%[172 µM]	E: -4.8%[174 µM]	F: -3.8%[87.6 µM]	G: 5.4
> COc1ccc(CNC(=O)CCCN2C(=O)COc3ccc(C)cc32)cc1
  A: -8.1%	B: /	C: /	D: /	E: /	F: -9.5%	G: 10.8
> Cc1ccc(CN2CCC3(CC2)CN[S+](=O)([O-])c2ccccc2N3)cc1
  A: 0.3%	B: ?	C: 4.8%	D: 4.3%	E: -11.1%	F: ?	G: 6.5
> CCN(C(=O)CSc1nc(-c2ccccc2)no1)c1cccc(C)c1
  A: ?	B: /	C: /	D: /	E: /	F: ?	G: -43.6*
> CCNC(=O)C1C(c2cccc(NC(=O)c3ccccc3)c2)OC(=O)N1Cc1ccccc1 (configuration not stated)
  A: -11.2%	B: ?	C: 2.4%	D: ?	E: -5.8%	F: -2.1%	G: -18.4
> Cc1cc(-c2ccccc2)nc2cc(C(=O)Nc3cc(C(F)(F)F)ccc3Cl)nn12
  A: 2.1%	B: /	C: /	D: /	E: /	F: -6.1%	G: 19.4
> O=C(c1cccc(Cl)c1)N1CCC(c2nc3ccccc3o2)CC1
  A: 17.7%	B: /	C: /	D: /	E: /	F: -15.5%	G: 0.4
> O=C(CN1C(=O)C(c2ccccc2)=NC12CCCC2)Nc1ccc2c(c1)OCO2
  A: 0.3%[12.5 µM]	B: ?	C: i	D: -16.1%	E: -21.7%	F: 35.3%[activator]	G: 35.3
> COC1CC(O[C@H]2CC[C@@]3(C)C(CCC4C3[C@H](OC(C)=O)[C@@H](OC(=O)/C=C/c3ccccc3)[C@]3(C)C(C(C)=O)CC[C@]43O)C2)OC(C)C1OC1CC(OC)C(OC2CC(OC)C(OC3OC(C)C(OC4OC(CO)C(O)C(O)C4O)C(OC)C3O)C(C)O2)C(C)O1 (some centres not stated)
  A: ?	B: /	C: i[11.5 µM]	D: /	E: /	F: /	G: 14.5
> COCCN1CCCCCC(O)c2cc(C(=O)NCC(C)C)ccc21 (configuration not stated)
  A: 7.4%	B: 1.6%	C: i	D: -22.8%	E: -13.1%	F: 37.4%[activator]	G: 2.1
> CCOC(=O)C1CCN(C(=O)Cc2cccn2-c2ccc(F)cc2)CC1
  A: -1.0%	B: ?	C: i	D: -5.3%	E: -9.3%	F: ?	G: 4.1
> CCCCCCCCCCCCCCCC(=O)OC(CC(=O)O)C[N+](C)(C)C (configuration not stated)
  A: 2.7%	B: /	C: -5.3%	D: /	E: /	F: 0.5%	G: /
> O=C(c1cccc(Br)c1)N1CCC2(CC1)CC(O)CCO2 (configuration not stated)
  A: 6.2%	B: i	C: i	D: -1.8%	E: 2.3%	F: 7.6%	G: 0.0
> CCc1c(C(=O)N2CCC3(CC2)c2ccccc2CC3O)csc1C (configuration not stated)
  A: 0.1%	B: ?	C: -0.8%	D: -7.4%	E: -19.0%	F: 5.0%	G: 0.0
> O=C(c1ccc(F)cc1)N1CCc2nc(-c3ccc(Cl)cc3)nc(-c3ccccc3)c2C1
  A: 3.2%	B: ?	C: i	D: -8.5%	E: ?	F: -4.3%	G: -5.3
> Cn1nc2n(c1=O)CCN(C(=O)C1CC=CCC1)CC2 (configuration not stated)
  A: -2.0%	B: i	C: i	D: -7.4%	E: i	F: 9.2%	G: -9.1
> CCN(CCCNC(=O)c1nn(-c2ccc(OC)c(Cl)c2)c(=O)c2c1c1ccccc1n2C)c1ccccc1
  A: -2.5%	B: /	C: /	D: /	E: /	F: 3.9%	G: 1.7
> O=C1NCc2ccccc2CC12CCCN2Cc1ccc(Cl)cc1 (configuration not stated)
  A: 2.6%	B: ?	C: ?	D: /	E: ?	F: -15.9%	G: -14.1
> O=C(CN1CCCCCC1)NCC12CCCC=C1NC(=O)CC2 (configuration not stated)
  A: -5.3%	B: 2.5%	C: 1.9%	D: 0.0%	E: -10.8%	F: -2.0%	G: 14.4
> CC(=O)N1CCN(C(=O)Cc2ccc(Nc3ncc(F)c(Nc4ccc(C(=O)Nc5ccccc5Cl)cc4)n3)cc2)CC1
  A: ?	B: /	C: -11.9%	D: /	E: /	F: /	G: -29.8*
> CCC[C@H]1C[C@H]1C(=O)NCc1cc2c(nc1OC)CN(C1CCCC1)C2=O
  A: -7.8%	B: ?	C: -1.6%	D: -4.8%	E: -29.9%	F: -11.0%	G: 3.2
> CC(C)(C)c1ccc(S(=O)(=O)NCc2nc3cccnc3n2Cc2ccccc2Cl)cc1
  A: -13.8%	B: /	C: /	D: /	E: /	F: -9.3%	G: -14.2
> CN(CC1CCOC1)C(=O)c1cccc(Cl)c1 (configuration not stated)
  A: -1.3%	B: -2.5%	C: i	D: -5.1%	E: 3.4%	F: 19.0%	G: 10.5
> Cn1cnc(C(=O)NC2CCN(C(=O)N3CC4CC(C3)[C@H]3CCCC(=O)N3C4)CC2)c1 (some centres not stated)
  A: -1.5%	B: -1.3%	C: ?	D: 0.0%	E: -23.7%	F: -19.1%	G: 13.7

Looked up above.
SNCA viab count, O=C(CN1CCCCCC1)NCC12CCCC=C1NC(=O)CC2 (configuration not stated) stands at -5.3%
IP6K1 inh, Cn1cnc(C(=O)NC2CCN(C(=O)N3CC4CC(C3)[C@H]3CCCC(=O)N3C4)CC2)c1 (some centres not stated) stands at 13.7
